TAAR1 ag: human TAAR1 agonism; hit rate 0.99% among 360,000; activation, % at 3 µM; Q96RJ0; CHO RD-HGA16 TAAR1, Fluo-8 calcium fluorescence; vehicle wells 0%, saturating PEA agonist 100%;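 active = activation above the mean activation of all test compounds in the run plus 3 SD, cut at about 38% in these data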
Target sequence (Q96RJ0 whole entry, looked up): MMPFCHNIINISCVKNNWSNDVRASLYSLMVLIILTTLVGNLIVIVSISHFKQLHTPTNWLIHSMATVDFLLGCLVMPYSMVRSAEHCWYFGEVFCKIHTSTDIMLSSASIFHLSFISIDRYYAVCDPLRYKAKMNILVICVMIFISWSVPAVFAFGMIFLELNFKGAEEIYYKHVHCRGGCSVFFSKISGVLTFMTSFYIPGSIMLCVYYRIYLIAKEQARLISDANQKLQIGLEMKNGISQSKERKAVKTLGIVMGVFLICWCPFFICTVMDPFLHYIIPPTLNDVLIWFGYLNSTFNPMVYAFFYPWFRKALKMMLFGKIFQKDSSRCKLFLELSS
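Assay system: CHO-derived RD-HGA16 cells with stable Gα16 and human TAAR1; timing: 17-24 h seeding, 75 min 37 °C dye, 30 min RT; read-out: % activation from peak over basal fluorescence ratio, DMSO-to-PEA scaled; measured by: kinetic Fluo-8 calcium fluorescence; benchmarks: low control DMSO, high control PEA (EC100); doses: 3 µM single concentration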
M5 antag: blocks acetylcholine activation of human M5 receptor; inhibition, % at 3 µM; P08912; CHO-hM5 cells, Fluo-8 calcium fluorescence, ACh EC80; hit rate 0.59% among 360,000;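 active = inhibition above a per-plate cutoff, the mean of that plate's test compounds plus 3 SD, cut at about 27% in these data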;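 also: 0% = acetylcholine EC80 with DMSO and 100% = DMSO without agonist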
M4 ag: CHRM4 agonism in calcium assay; P08173; CHO-K1 hM4/Gqi5, Fluo-8 calcium fluorescence; vehicle 0%, full acetylcholine response 100%; activation, % at 3 µM; hit rate 0.14% among 360,000; AID 624127;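 active = activation above the run mean over all test wells plus 3 SD, cut at about 32% in these data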;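 also: peak over basal fluorescence ratio per well then scaled between controls; 0% = DMSO wells and 100% = acetylcholine at EC100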
Target sequence (P08173 whole entry, looked up): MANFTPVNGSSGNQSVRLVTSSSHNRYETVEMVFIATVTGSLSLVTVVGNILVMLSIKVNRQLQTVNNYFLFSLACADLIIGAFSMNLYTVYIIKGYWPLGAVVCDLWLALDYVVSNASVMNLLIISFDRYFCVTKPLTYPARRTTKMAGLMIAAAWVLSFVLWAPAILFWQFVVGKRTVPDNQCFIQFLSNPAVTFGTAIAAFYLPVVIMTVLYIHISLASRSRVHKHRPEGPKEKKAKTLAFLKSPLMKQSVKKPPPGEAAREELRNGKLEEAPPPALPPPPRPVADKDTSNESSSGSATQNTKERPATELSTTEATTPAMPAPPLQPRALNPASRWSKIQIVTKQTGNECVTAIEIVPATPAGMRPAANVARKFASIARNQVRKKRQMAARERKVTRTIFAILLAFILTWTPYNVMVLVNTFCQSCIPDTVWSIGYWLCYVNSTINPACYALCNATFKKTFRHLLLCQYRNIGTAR
M1 ag: agonists of human M1 muscarinic receptor | CHO-K1 hM1, Fluo-8 calcium fluorescence, agonist mode; 0% DMSO, 100% acetylcholine EC100 | hit rate 0.33% among 360,000 | activation, % at 3 µM;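 active = activation above the run's mean compound activation plus 3 SD, cut at about 16% in these data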;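 also: peak over basal fluorescence ratio within a 140 s kinetic read after compound addition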
M4 antag: blocks acetylcholine activation of human M4 receptor. P08173. CHO-hM4 cells, ACh EC80, Fluo-8 calcium fluorescence. inhibition, % at 3 µM. hit rate 0.73% among 360,000;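 active = inhibition above its plate's cutoff, the mean inhibition of sample wells plus 3 SD, cut at about 27% in these data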;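 also: 0% = acetylcholine EC80 with DMSO and 100% = DMSO without agonist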
M1 PAM: positive allosteric modulators of human M1 muscarinic receptor; P11229; CHO-K1 hM1, Fluo-8 calcium fluorescence, ACh EC20; 0% = ACh EC20, 100% = maximal ACh; activation, % at 3 µM; hit rate 0.088% among 360,000; AID 588819; in the data active = activation above about 19%, passing the limit was not always enough
CHRM1 antagonist: antagonists of human M1 muscarinic receptor; P11229; CHO-K1 hM1, Fluo-8 calcium fluorescence, ACh EC80 antagonist; inhibition, % at 3 µM; hit rate 1.3% among 360,000; AID 588852;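 active = percent inhibition above its own plate's cutoff, namely the mean of that plate's compound wells plus 3 SD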;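 also: peak over basal fluorescence ratio during 140 s after agonist addition; 0% = ACh EC80 plus DMSO and 100% = DMSO alone without agonist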
M5 PAM: positive allosteric modulators of human muscarinic M5 receptor; activation, % at 3 µM; CHO-K1 hM5, Fluo-8 calcium, ACh EC20 PAM; 0% = ACh EC20, 100% = ACh EC100; hit rate 0.3% among 360,000; P08912; AID 624038;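 active = activation above the run cutoff, the mean activation of all test compounds plus 3 SD, cut at about 18% in these data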
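Replicates: One well per compound, no replicates | System: Human M5 receptor in CHO-K1 cells | Benchmarks: Low control EC20 acetylcholine (0%), high control EC100 acetylcholine (100%) | Probe or stimulus: Acetylcholine, EC20 level | Times: Fluo-8 loading 80 min at 37 °C plus 30 min room temperature | Signal: Intracellular calcium via Fluo-8 fluorescence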
M5 ag: agonists of human muscarinic M5 receptor (CHRM5) | CHO-K1 hM5 cells, Fluo-8 calcium fluorescence; 0% DMSO wells, 100% maximal acetylcholine response | activation, % at 3 µM | hit rate 0.19% among 360,000 | AID 624037;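 active = activation above the run's mean over test compounds plus 3 SD, cut at about 23% in these data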;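 also: signal is peak over basal fluorescence ratio across the kinetic read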
Starred values were filed as active, the others as inactive; nt = not tested or not shown. Not all compounds are listed; the hit share may differ from the screen's.

1) Cc1cccc(NS(=O)(=O)c2ccc(C(=O)NCC(c3ccccc3)N(C)C)cc2)c1C (centres undefined)
2) O=C(NCC(O)c1ccc([N+](=O)[O-])cc1)C1CCCCC1 (centres undefined)
3) O=C(c1ccccn1)N1CCN(S(=O)(=O)c2ccc3ccccc3c2)CC1
4) CC(=O)N(c1ccc2oc(=O)sc2c1)S(=O)(=O)c1ccccc1
5) COc1ccc(S(=O)(=O)N(C)CC(=O)N2CCCC2)cc1
6) COc1ccc(OC)c(/C=C/C(=O)N(C)CC(=O)Nc2ccc(N3CCOCC3)cc2)c1
screen / no. | 1 | 2 | 3 | 4 | 5 | 6
TAAR1 ag | 43* | 5 | 2 | 2 | 6 | 5
M5 antag | 1 | 8 | -1 | -11 | 2 | 11
M4 ag | 16 | 2 | 4 | 0 | 1 | 0
M1 ag | 4 | -1 | -3 | -2 | -4 | -2
M4 antag | 13 | -4 | 4 | 2 | 2 | 4
M1 PAM | -19 | 11 | 3 | 8 | 13 | 15
CHRM1 antagonist | 27* | -10 | -4 | -11 | -19 | -24
M5 PAM | -6 | 5 | 4 | 0 | 6 | 1
M5 ag | 1 | 2 | 3 | -2 | -1 | -1

7) COc1ccc(C(CNC(=O)c2cccc(S(=O)(=O)NCc3ccccc3)c2)N2CCOCC2)cc1 (centres undefined)
8) COc1ccc(N2CCN(CC(=O)c3c[nH]c4ccccc34)CC2)cc1
9) Cc1ccc(C)c(-c2nnc(NC(=O)CS(=O)(=O)c3ccccc3)o2)c1
10) CCN1CCN(C(c2cc(OC)ccc2OC)c2nnnn2Cc2ccccc2)CC1 (centres undefined)
11) CCN(Cc1cc2cccc(C)c2[nH]c1=O)C(=O)c1ccccc1OC
12) Cc1ccc(C(=O)/C=C/c2ccccc2[N+](=O)[O-])cc1
screen / no. | 7 | 8 | 9 | 10 | 11 | 12
TAAR1 ag | 3 | 7 | 1 | 13 | 7 | 1
M5 antag | 2 | 8 | 5 | 2 | 0 | 19
M4 ag | 2 | 4 | 0 | 0 | 2 | -1
M1 ag | -3 | 0 | -1 | -4 | 0 | -5
M4 antag | -13 | 3 | -19 | 4 | 0 | 3
M1 PAM | 5 | 13 | 12 | 2 | 14 | 7
CHRM1 antagonist | -6 | -11 | -20 | -23 | -10 | -4
M5 PAM | -6 | 2 | -4 | 0 | -2 | -11
M5 ag | 2 | 1 | 0 | -10 | 1 | -8

13) O=C(C1CCCN1S(=O)(=O)c1ccc(Cl)c(Cl)c1)N1CCCCC1 (centres undefined)
14) CN1C(=O)N2CN(C3CCCCC3)CN3C(=O)N(C)C1C23 (centres undefined)
15) CCOc1cc(C2C(C#N)=C(N)OC3=C2C(=O)CC(C)(C)C3)cc([N+](=O)[O-])c1O (centres undefined)
16) Cc1ccc(S(=O)(=O)c2cc3cc(Br)ccc3oc2=O)cc1
17) Cc1cccc(NC(=O)CSc2nc3nc(C)cc(C)c3c(=O)[nH]2)c1
18) Cc1nnc(-c2cnn(C)c2N)n1CCCN1CCOCC1
screen / no. | 13 | 14 | 15 | 16 | 17 | 18
TAAR1 ag | 3 | 15 | 4 | -3 | 8 | 0
M5 antag | -13 | -6 | 4 | 9 | 4 | 12
M4 ag | 1 | 1 | 0 | 0 | 0 | 8
M1 ag | 7 | -3 | -9 | 0 | -5 | -3
M4 antag | -9 | -4 | 1 | -2 | -2 | -5
M1 PAM | 6 | 4 | 10 | 9 | 9 | 0
CHRM1 antagonist | -10 | -5 | -5 | -2 | -10 | 4
M5 PAM | -6 | 1 | -1 | -3 | -3 | -7
M5 ag | -3 | 2 | -4 | 2 | -2 | 5

19) O=c1oc(CCCO)cc2ccc(Br)cc12
20) CCC(=O)Nc1cccc(C2=NOC3(C2)C[C@@H](C(N)=O)N(C(=O)CC)C3)c1 (some centres undefined)
21) Cc1cccnc1C(NC(=O)C1CCN(CCCc2ccccc2)CC1)c1ccc(Cl)cc1 (centres undefined)
22) O=C(C[C@@H]1C/C=C\C[C@H](NC(=O)OCC2c3ccccc3-c3ccccc32)C(=O)OC[C@H]2CCCN2C1=O)NCCO
23) O=C(COc1ccc(Br)cc1)N(Cc1cccs1)C1CCS(=O)(=O)C1 (centres undefined)
24) O=C(NNC(=O)c1ccccc1-n1cccc1)c1ccc(F)cc1
screen / no. | 19 | 20 | 21 | 22 | 23 | 24
TAAR1 ag | 0 | 10 | 10 | nt | 2 | 5
M5 antag | -6 | 1 | 1 | 3 | 1 | 10
M4 ag | 1 | 0 | 7 | 1 | 3 | 1
M1 ag | -5 | -4 | -7 | -14 | 1 | -4
M4 antag | -9 | 0 | 2 | -14 | 2 | -2
M1 PAM | 0 | 6 | -18 | 1 | 11 | 8
CHRM1 antagonist | -6 | 0 | 20 | 0 | -16 | -5
M5 PAM | -1 | 3 | -11 | 1 | 5 | -6
M5 ag | 2 | 0 | -2 | 1 | 0 | -1

25) CC(Oc1ccccc1)c1ccnn1S(C)(=O)=O (centres undefined)
26) CC(NC(=O)/C(C#N)=C/c1cn[nH]c1-c1ccccc1)c1ccccc1 (centres undefined)
27) Fc1ccccc1-c1n[nH]c(=S)n1Cc1ccccc1
28) COc1cc(S(=O)(=O)Nc2ccccc2C(=O)N2CCCCC2)ccc1NC(C)=O
29) CCOC(=O)c1c(C)n(CC(O)CN(C)C)c2cc(Br)c(OC)cc12 (centres undefined)
30) CN(C)CCNC(=O)c1scc2c1CCCC2
screen / no. | 25 | 26 | 27 | 28 | 29 | 30
TAAR1 ag | 3 | 1 | nt | 1 | 5 | 1
M5 antag | 1 | 3 | 0 | 4 | 9 | 8
M4 ag | 1 | 1 | 0 | 1 | 1 | 0
M1 ag | -1 | -5 | -8 | -2 | -7 | -6
M4 antag | -3 | -1 | 7 | -8 | 6 | 2
M1 PAM | 1 | 1 | -2 | 4 | 6 | 7
CHRM1 antagonist | -17 | 0 | 9 | 3 | -14 | -10
M5 PAM | -2 | -14 | 7 | 8 | -5 | -3
M5 ag | -1 | -13 | -4 | -1 | -3 | -5

CHRM1 antagonist, what is marked active above.
item	SMILES	M5 antag	M4 ag	M1 ag	M4 antag	M1 PAM	CHRM1 antagonist	M5 PAM	M5 ag
1	Cc1cccc(NS(=O)(=O)c2ccc(C(=O)NCC(c3ccccc3)N(C)C)cc2)c1C (centres undefined)	1	16	4	13	-19	27*	-6	1

More entries.
31) Cc1ccc(S(=O)(=O)NCCn2nc(C)nc2C)cc1
32) O=C(Oc1cccc(OC(=O)N2CCCCC2)c1)N1CCCCC1
33) Cc1cc(=O)oc2cc(OCC(=O)NCCc3ccccc3)ccc12
34) O=C(Nc1ccc(CN2CCCCC2)cc1)Nc1ccccc1Cl
35) CN(Cc1cccs1)CC(O)COCc1ccco1 (centres undefined)
36) CSCc1c(C(=O)Nc2ccc3c(c2)OCO3)oc2ccccc12
screen / no. | 31 | 32 | 33 | 34 | 35 | 36
TAAR1 ag | -4 | 2 | 0 | 5 | 16 | -2
M5 antag | 9 | 13 | 9 | 20 | 1 | 13
M4 ag | 1 | 3 | 1 | 2 | 0 | 0
M1 ag | -2 | -2 | -1 | -9 | -6 | -7
M4 antag | -9 | 4 | -3 | 5 | 9 | 16
M1 PAM | 3 | 0 | 17 | -12 | 7 | 3
CHRM1 antagonist | -2 | 7 | -13 | 10 | -4 | -5
M5 PAM | -2 | -2 | 9 | -11 | 6 | -5
M5 ag | -2 | 5 | -2 | -7 | -1 | -4

37) COc1ccc(N2C(=O)C3C(c4ccc(C(=O)O)cc4)NC(Cc4ccccc4)(C(=O)O)C3C2=O)c([N+](=O)[O-])c1 (centres undefined)
38) CCOC(=O)COc1ccccc1/C=N/Nc1nnc2c3ccccc3n(C)c2n1
39) O=C(CN1CCN(CC(=O)Nc2ccc(OCc3ccccc3)cc2)CC1)Nc1ccc(F)cc1
40) CCN(CC)CCC(c1cc(OC)c(OC)c(OC)c1)c1c(OC)cc(OC)c2c(C)cc(=O)oc12 (centres undefined)
41) CC(=O)Nc1ccc2sccc2c1
42) Cc1cc(C)n2[nH]c(=O)c(N=Nc3cccc(C(F)(F)F)c3)c2n1
screen / no. | 37 | 38 | 39 | 40 | 41 | 42
TAAR1 ag | 3 | 4 | nt | 3 | 1 | 3
M5 antag | 11 | 3 | 13 | 8 | 4 | 4
M4 ag | 1 | 4 | 10 | 2 | 1 | 1
M1 ag | -7 | -4 | -1 | -11 | -1 | -1
M4 antag | -1 | -5 | 0 | -5 | -2 | 1
M1 PAM | 13 | 2 | -8 | -1 | 4 | 12
CHRM1 antagonist | -12 | 0 | 13 | -1 | 0 | -6
M5 PAM | -4 | -5 | -11 | 0 | 3 | -5
M5 ag | -1 | -1 | 4 | -2 | -1 | 1

Ordered by number of heavy atoms (low to high): some entries from above.
36) CSCc1c(C(=O)Nc2ccc3c(c2)OCO3)oc2ccccc12
39) O=C(CN1CCN(CC(=O)Nc2ccc(OCc3ccccc3)cc2)CC1)Nc1ccc(F)cc1
40) CCN(CC)CCC(c1cc(OC)c(OC)c(OC)c1)c1c(OC)cc(OC)c2c(C)cc(=O)oc12 (centres undefined)
37) COc1ccc(N2C(=O)C3C(c4ccc(C(=O)O)cc4)NC(Cc4ccccc4)(C(=O)O)C3C2=O)c([N+](=O)[O-])c1 (centres undefined)
screen / no. | 36 | 39 | 40 | 37
TAAR1 ag | -2 | nt | 3 | 3
M5 antag | 13 | 13 | 8 | 11
M4 ag | 0 | 10 | 2 | 1
M1 ag | -7 | -1 | -11 | -7
M4 antag | 16 | 0 | -5 | -1
M1 PAM | 3 | -8 | -1 | 13
CHRM1 antagonist | -5 | 13 | -1 | -12
M5 PAM | -5 | -11 | 0 | -4
M5 ag | -4 | 4 | -2 | -1

(further entries)
43) Cc1ccc(C(=O)CCC(=O)Nc2cccc(C(F)(F)F)c2)cc1C
44) Cc1nc(SCC(=O)N(CC(C)C)C2CCS(=O)(=O)C2)c(C#N)c(C)c1C (centres undefined)
45) CCc1ccc(-c2cc(C(F)(F)F)n3nc(C(=O)Nc4c(C)nn(Cc5ccccc5C)c4C)cc3n2)s1
46) COCCNC(=O)c1ccccc1NC(=O)COc1ccccc1
47) c1ccc(COc2ncnc3c2ncn3CCCNCc2cccs2)cc1
48) CN(CC(=O)NC(=O)NC1CCCCC1)Cc1ccccc1
49) COc1ccc(C2CC(c3ccccc3O)=NN2c2ccccc2)cc1 (centres undefined)
screen / no. | 43 | 44 | 45 | 46 | 47 | 48 | 49
TAAR1 ag | 0 | 1 | nt | 8 | 0 | 13 | 12
M5 antag | 0 | 10 | -2 | 1 | -6 | -4 | 1
M4 ag | -1 | -1 | 0 | 2 | 0 | 1 | 0
M1 ag | -5 | 1 | -5 | -5 | -12 | -5 | 2
M4 antag | 2 | 10 | -4 | 7 | -3 | 0 | -1
M1 PAM | 2 | 2 | 6 | 3 | -2 | 14 | 14
CHRM1 antagonist | -6 | 4 | -9 | -6 | -9 | -13 | -3
M5 PAM | -3 | -3 | 4 | -4 | 3 | 1 | 6
M5 ag | -3 | -1 | -1 | 3 | -3 | 1 | 5

Screening results: PubChem BioAssay, The Scripps Research Institute Molecular Screening Center
